# Screening results: PubChem BioAssay, NMMLSC
# RGS4-Gao reg: human RGS4-Galphao interaction regulation. P09471. Multiplexed bead flow cytometry, RGS4-Galphao binding; actives lie on both sides. binding response (% of control), % at 10 µM. actives 0.33% (n = 220,000); in the data active = binding response below about 49% or above about 150%; inactive = in between;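 also: fluorescent Galphao activated with aluminum fluoride binding bead-coupled RGS4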
# Target sequence (P09471 whole entry, looked up): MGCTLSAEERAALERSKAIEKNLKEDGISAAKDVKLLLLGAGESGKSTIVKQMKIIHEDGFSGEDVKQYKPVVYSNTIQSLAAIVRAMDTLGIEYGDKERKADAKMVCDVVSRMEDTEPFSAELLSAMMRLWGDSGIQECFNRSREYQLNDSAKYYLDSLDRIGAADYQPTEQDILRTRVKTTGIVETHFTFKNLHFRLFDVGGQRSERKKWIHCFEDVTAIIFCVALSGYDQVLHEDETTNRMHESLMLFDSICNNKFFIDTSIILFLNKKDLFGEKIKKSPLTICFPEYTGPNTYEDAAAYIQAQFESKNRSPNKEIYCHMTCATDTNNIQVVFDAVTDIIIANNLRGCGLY
# Bfl-1 Bim block: disrupts Bim binding to human Bfl-1 | Q16548 | Bead-based flow cytometry, Bim-Bfl-1 binding inhibition | inhibition, % at 10 µM | actives 0.12% (n = 190,000) | AID 1008;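 also: 0% = wells without compound plus tracer and 100% = blocker peptide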
# Bcl-XL Bim block: human Bim-Bcl-XL interaction inhibition; Bim peptide-Bcl-XL binding, bead flow cytometry, fluorescence; actives 0.04% (n = 190,000); inhibition, % at 10 µM
# Bim-Bcl-2: inhibitors of Bim-Bcl-2 interaction, human. AID 950. inhibition, % at 10 µM. P10415. Bead-based flow cytometry, Bim peptide-Bcl-2 binding. actives 0.06% (n = 190,000); in the data active = inhibition above about 40%; inconclusive = no clear call, values can overlap the other calls;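 also: 0% = no compound wells with probe peptide and 100% = reference peptide inhibitor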
# Target sequence (P10415 whole entry, looked up): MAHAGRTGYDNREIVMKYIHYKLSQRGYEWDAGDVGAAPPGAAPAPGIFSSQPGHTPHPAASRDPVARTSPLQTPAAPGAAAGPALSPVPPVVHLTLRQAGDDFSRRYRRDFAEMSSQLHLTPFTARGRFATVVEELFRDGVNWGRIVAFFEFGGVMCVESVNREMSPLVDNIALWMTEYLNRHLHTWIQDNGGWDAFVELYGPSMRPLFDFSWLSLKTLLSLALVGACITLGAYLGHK
# ABCG2 inh: inhibitors of human ABCG2 transporter, ABCB1 counter-screen | Q9UNQ0 | IgMXP3 cells, JC-1 efflux, flow cytometry | inhibition, % at 6.6 µM | actives 0.1% (n = 190,000) | AID 1325;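 active = inhibition above 80%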;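 also: 0% = DMSO and 100% = nicardipine control wells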
#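 test system = two drug-resistant human cell lines, ABCG2 and ABCB1 | amount = 3 million cells/mL final, two lines in 1:1 ratio | reagent = JC-1 transporter substrate | doses = one concentration, 6.6 µM final | incubation = 10 min at 25 °C | signal = flow cytometric JC-1 green MFI at 530 nm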
# Bim-Mcl-1: human Bim-Mcl-1 interaction inhibition. Q07820. Bead-based flow cytometry, Bim peptide-Mcl-1 binding. inhibition, % at 10 µM. actives 0.1% (n = 190,000). AID 1009;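 also: 0% = no compound tracer wells and 100% = peptide blocker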
# Bcl-B Bim block: disrupts Bim peptide binding to human Bcl-B; bead-based flow cytometry; inhibition, % at 10 µM; actives 0.073% (n = 190,000); AID 951;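 also: 0% = tracer peptide without compound and 100% = reference inhibitor peptide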
# Target sequence (Q9HD36 whole entry, looked up): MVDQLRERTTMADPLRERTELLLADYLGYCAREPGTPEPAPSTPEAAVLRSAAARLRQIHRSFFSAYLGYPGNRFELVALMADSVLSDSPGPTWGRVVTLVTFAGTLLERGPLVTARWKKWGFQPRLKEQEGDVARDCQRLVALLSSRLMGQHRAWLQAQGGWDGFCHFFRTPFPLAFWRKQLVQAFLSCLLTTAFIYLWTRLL
# ABCB1 block: blocks JC-1 efflux by human ABCB1 transporter; P08183; CCRF-Adr cells, flow cytometry; inhibition, % at 6.6 µM; actives 0.067% (n = 190,000); in the data active = inhibition above about 40%;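 also: 0% = vehicle and 100% = reference inhibitor; higher value means more JC-1 retained so stronger ABCB1 efflux block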
# RGS7-Gao reg: human RGS7-Galphao interaction regulation | P09471 | Multiplexed bead flow cytometry, RGS7-Galphao binding; actives lie on both sides | binding response (% of control), % at 10 µM | actives 0.35% (n = 220,000) | AID 1439; in the data active = binding response below about 49% or above about 150%; inconclusive = no clear call, values can overlap the other calls; inactive = in between;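 also: fluorescent Galphao held in activated GDP-AlF4 state binding bead-coupled RGS7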
# RGS8-Gao reg: regulators of human RGS8-Galphao interaction; actives 0.34% (n = 220,000); AID 1423; response (percent of control binding), % at 10 µM; multiplexed bead flow cytometry, RGS8-Galphao binding; actives lie on both sides; in the data active = response below about 60% or above about 140%; inactive = in between;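 also: Galphao activated as the GDP aluminium fluoride complex binding bead-coupled RGS8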
# Bim-Bcl-W: disrupts Bim peptide binding to human Bcl-W; Q92843; bead-based flow cytometry; inhibition, % at 10 µM; actives 0.02% (n = 190,000); AID 952;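 also: 0% = bound tracer without compound and 100% = peptide blocker; higher means less fluorescent Bim peptide bound to Bcl-W beads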
# Target sequence (Q92843 whole entry, looked up): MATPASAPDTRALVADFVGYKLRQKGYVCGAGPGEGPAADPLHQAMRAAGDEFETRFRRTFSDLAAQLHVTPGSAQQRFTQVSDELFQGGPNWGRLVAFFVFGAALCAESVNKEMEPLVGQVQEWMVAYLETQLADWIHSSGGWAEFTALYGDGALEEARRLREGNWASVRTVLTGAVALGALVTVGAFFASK
# Starred values were filed as active, the others as inactive; ? = inconclusive. Rule as the data show it, unless noted: active = inhibition above about 40%.
No.	compound	RGS4-Gao reg	Bfl-1 Bim block	Bcl-XL Bim block	Bim-Bcl-2	ABCG2 inh	Bim-Mcl-1	Bcl-B Bim block	ABCB1 block	RGS7-Gao reg	RGS8-Gao reg	Bim-Bcl-W
1	CCOC(=O)c1csc(-c2ccc(OC)c(OC)c2)n1	103.0	-5.0	0.0	0.0	8.5	1.0	-1.0	1.0	99.1	103.8	0.0
2	CCc1ccccc1NC(=S)N(Cc1ccco1)C(C)c1cccs1 (stereo not drawn)	100.7	-5.0	0.0	1.0	11.5	0.0	-3.0	1.1	92.4	97.1	0.0
3	C(=C\c1ccco1)/C1=NN(c2ccccc2)C(c2ccco2)C1 (stereo not drawn)	84.2	15.0	1.0	8.0	-7.7	2.0	-3.0	-0.2	77.5	84.5	7.0
4	CCOC(=O)Nc1sc(NS(=O)(=O)c2ccccc2)nc1C	100.3	-24.0	-9.0	-14.0	0.8	-5.0	-11.0	1.3	96.8	99.9	-1.0
5	CCOCCCNC(=S)N1CCN(C(=O)C(=O)Nc2ccc(C(=O)OC)cc2)CC1	101.6	-16.0	-9.0	-10.0	66.2	-2.0	-4.0	0.8	99.0	104.5	-3.0
6	COc1ccccc1CC(=O)NC1CC(C)(C)NC(C)(C)C1	99.2	-11.0	0.0	-8.0	-0.6	-2.0	-7.0	0.1	101.1	99.8	0.0
7	COc1ccc(S(=O)(=O)NCC2CCC(C(=O)NCc3ccco3)CC2)cc1 (stereo not drawn)	97.5	-24.0	-11.0	-12.0	7.7	-4.0	-11.0	-0.2	99.8	97.8	-3.0
8	CCOC(=O)c1c(-c2ccc(-c3ccccc3)cc2)csc1NC(=O)CCN1CCOCC1	100.8	-8.0	-12.0	-11.0	18.2	-7.0	-8.0	2.1	102.8	101.6	-9.0
9	CCc1ccccc1NC(=S)NCc1cccn1C	93.0	-2.0	-1.0	0.0	2.8	-2.0	-1.0	0.5	93.3	100.4	0.0
10	CCC(c1nnnn1C1CCCC1)N1CCN(C(=O)c2ccco2)CC1 (stereo not drawn)	99.8	-22.0	-8.0	-8.0	3.3	-6.0	-5.0	1.0	104.8	99.7	0.0
11	Cc1ccc(S(=O)(=O)NCCC(=O)Nc2ccc(Cl)c(Cl)c2)cc1	102.2	-1.0	-1.0	-6.0	14.8	0.0	-3.0	0.5	106.3	116.3	-1.0
12	Clc1ccc(Sc2cnc3ccccc3n2)cc1	98.9	-11.0	0.0	-8.0	7.0	0.0	-8.0	0.0	101.0	100.4	0.0
13	Cn1c(CNC(=O)c2ccccc2F)nnc1SCc1ccc(Cl)cc1	103.9	-3.0	-1.0	-2.0	9.3	0.0	-2.0	5.5	98.1	97.2	0.0
14	CC1(C)CC(=O)C2=C(C1)N1C(=C(C#N)C2c2ccccc2Cl)N=C(N)c2ccccc21 (stereo not drawn)	99.7	0.0	-6.0	0.0	9.8	-6.0	-12.0	1.7	100.0	100.3	-5.0
15	Cc1cccc(C2=NC(C(F)(F)F)(C(F)(F)F)c3c(n(-c4ccc(F)cc4)c(=O)[nH]c3=O)N2)c1	100.3	-2.0	-4.0	-5.0	6.6	-4.0	-7.0	0.7	103.3	100.6	-2.0

# Compounds from the list above with a Cl atom, in the order listed:
No.	compound	RGS4-Gao reg	Bfl-1 Bim block	Bcl-XL Bim block	Bim-Bcl-2	ABCG2 inh	Bim-Mcl-1	Bcl-B Bim block	ABCB1 block	RGS7-Gao reg	RGS8-Gao reg	Bim-Bcl-W
11	Cc1ccc(S(=O)(=O)NCCC(=O)Nc2ccc(Cl)c(Cl)c2)cc1	102.2	-1.0	-1.0	-6.0	14.8	0.0	-3.0	0.5	106.3	116.3	-1.0
12	Clc1ccc(Sc2cnc3ccccc3n2)cc1	98.9	-11.0	0.0	-8.0	7.0	0.0	-8.0	0.0	101.0	100.4	0.0
13	Cn1c(CNC(=O)c2ccccc2F)nnc1SCc1ccc(Cl)cc1	103.9	-3.0	-1.0	-2.0	9.3	0.0	-2.0	5.5	98.1	97.2	0.0
14	CC1(C)CC(=O)C2=C(C1)N1C(=C(C#N)C2c2ccccc2Cl)N=C(N)c2ccccc21 (stereo not drawn)	99.7	0.0	-6.0	0.0	9.8	-6.0	-12.0	1.7	100.0	100.3	-5.0

# Next records follow:
No.	compound	RGS4-Gao reg	Bfl-1 Bim block	Bcl-XL Bim block	Bim-Bcl-2	ABCG2 inh	Bim-Mcl-1	Bcl-B Bim block	ABCB1 block	RGS7-Gao reg	RGS8-Gao reg	Bim-Bcl-W
16	NC1=NC2(CCCCC2)N=C(Nc2ccc(F)cc2F)N1	100.5	-17.0	-5.0	-12.0	1.6	-2.0	-6.0	0.3	100.6	98.9	-1.0
17	CCC(C)N(C(=O)CSc1nc(-c2ccccc2)cs1)C1CCS(=O)(=O)C1 (stereo not drawn)	99.4	0.0	-1.0	-2.0	0.4	0.0	1.0	-0.5	96.6	97.7	1.0
18	COC(=O)c1ccc(NC(=O)CN2CCC(NC(=O)c3ccco3)CC2)cc1	100.3	-5.0	-1.0	-3.0	4.8	-1.0	-2.0	0.5	98.2	102.5	-2.0
19	O=C(Nc1cccc2c1CCCC2)C1CCCN(S(=O)(=O)c2cccc3nonc23)C1 (stereo not drawn)	100.0	-3.0	-2.0	-1.0	5.8	-2.0	-1.0	0.7	102.8	101.4	0.0
20	CCOC(=O)N1CCN(CC(O)COC2CC(C)CCC2C(C)C)CC1 (stereo not drawn)	104.1	-3.0	-1.0	-3.0	0.3	-2.0	-1.0	0.3	100.4	103.5	-3.0
21	Cc1c(Cl)cccc1N1CC(C)(C)C1=O	104.6	-5.0	0.0	-5.0	13.0	1.0	-2.0	-0.2	98.5	103.4	0.0
22	CS(=O)(=O)N1CCN(C(=O)c2ccccc2F)CC1	96.9	-8.0	-10.0	-9.0	1.6	-9.0	-2.0	-0.4	99.2	97.4	-4.0
23	O=C(NC1CC2CCCC(C1)N2S(=O)(=O)c1ccccc1)C1CCCCC1 (stereo not drawn)	102.8	-2.0	-2.0	0.0	0.8	1.0	1.0	0.8	98.6	101.3	0.0
24	CC1(C)Cc2c(sc(/N=C/N3CCCCCC3)c2C#N)C(C)(C)N1	93.0	-5.0	-1.0	-1.0	-0.7	3.0	0.0	0.8	?	94.8	1.0
25	COc1cc(C2C3C(=O)N(c4ccccc4)C(=O)C3ON2c2ccccc2)cc(OC)c1OC (stereo not drawn)	99.2	-4.0	-2.0	-5.0	2.6	1.0	-4.0	3.8	99.6	94.2	0.0
26	Cc1ccc(NC(=O)C2CC(=O)NC(N3CCc4ccccc43)=N2)cc1 (stereo not drawn)	99.8	-10.0	-4.0	-9.0	-2.5	-1.0	-10.0	-3.1	99.8	97.7	-1.0
27	O=C(/C=C/c1ccccc1)N1CCN(c2ccc([N+](=O)[O-])c(N3CCOCC3)c2)CC1	99.0	-10.0	0.0	-7.0	5.8	2.0	0.0	1.4	96.0	100.7	2.0
28	CC1OC(Nc2ccc(OC(F)(F)F)cc2)C(O)C(O)C1O (stereo not drawn)	86.3	-1.0	-2.0	-3.0	0.1	-2.0	-2.0	0.0	88.2	93.1	1.0
29	CCOC(=O)C1=C(Cc2ccc(OC)cc2)C(=O)c2ccccc2C1=O	73.1	18.0	2.0	2.0	-0.6	0.0	-2.0	0.3	74.0	73.8	6.0
30	CCN(CC)S(=O)(=O)c1ccc(O)c(C(=O)OCC(=O)N(C)Cc2ccccc2)c1	101.1	-9.0	9.0	-5.0	0.9	-1.0	-9.0	0.3	100.8	103.0	6.0

# Sorted by the number under Bcl-B Bim block (largest number first): three of the compounds above
No.	canonical_smiles	Bcl-B Bim block
25	COc1cc(C2C3C(=O)N(c4ccccc4)C(=O)C3ON2c2ccccc2)cc(OC)c1OC (stereo not drawn)	-4.0
16	NC1=NC2(CCCCC2)N=C(Nc2ccc(F)cc2F)N1	-6.0
30	CCN(CC)S(=O)(=O)c1ccc(O)c(C(=O)OCC(=O)N(C)Cc2ccccc2)c1	-9.0

# Continued.
No.	compound	RGS4-Gao reg	Bfl-1 Bim block	Bcl-XL Bim block	Bim-Bcl-2	ABCG2 inh	Bim-Mcl-1	Bcl-B Bim block	ABCB1 block	RGS7-Gao reg	RGS8-Gao reg	Bim-Bcl-W
31	O=C(OCCN1C(=O)c2ccccc2C1=O)c1ccco1	106.6	-7.0	-7.0	-9.0	0.3	-2.0	-4.0	0.2	104.5	103.3	-2.0
32	CCOC(=O)Cc1csc(NC(=O)Cn2cnc3c2c(=O)n(C)c(=O)n3C)n1	90.6	0.0	-2.0	-2.0	0.4	-2.0	0.0	-0.1	92.2	91.4	-2.0
33	COn1c(SCC(=O)N(C)C)nc2ccccc2c1=O	100.2	-4.0	-7.0	-3.0	6.6	-6.0	0.0	0.7	99.0	99.7	-1.0
34	O=C(Cn1cnc2nc3n(c2c1=O)CCC3)NCc1ccccc1	104.6	-5.0	-8.0	0.0	8.8	-9.0	-6.0	0.1	102.0	100.9	-4.0
35	O=C(CCS(=O)(=O)c1ccccc1)Nc1ccc(-c2nc3ccccc3s2)cc1	99.6	-7.0	-9.0	-7.0	4.5	-3.0	-7.0	-0.7	99.9	101.6	-5.0
36	COc1ccc(N2CCN(C(=N)/C(C(C)=O)=C(\C)O)CC2)cc1	101.4	0.0	-2.0	-1.0	1.5	-2.0	-3.0	0.5	101.5	100.8	0.0
37	Cc1ccc(NC(=O)CCn2nc(C)cc2C)c(C)c1	103.2	-6.0	-5.0	-5.0	1.4	0.0	-6.0	0.0	101.0	100.9	2.0
38	CCOC(=O)c1c(NC(=O)C2C3CCC(O3)C2C(=O)O)sc(C)c1-c1ccc(C)cc1 (stereo not drawn)	90.0	-3.0	-5.0	0.0	1.3	0.0	-4.0	0.4	93.3	99.1	-1.0
39	Nc1nnc(SCCOc2ccccc2)s1	117.0	2.0	0.0	-1.0	4.8	-1.0	-2.0	1.2	111.8	103.2	-1.0
40	Cc1cccc(NC(=O)C2(c3cccs3)CCOCC2)n1	99.8	-6.0	-9.0	-6.0	0.3	-4.0	-7.0	0.1	99.7	99.1	-2.0
41	O=C(CN1CCCCCC1=O)N1CCN(S(=O)(=O)c2cccs2)CC1	99.3	-6.0	0.0	-1.0	-1.0	1.0	-3.0	0.0	102.9	103.4	-1.0
42	O=C(CN1C2=NCCN2c2ccccc21)c1ccco1	101.8	-8.0	1.0	-2.0	1.3	1.0	-2.0	0.4	105.1	100.7	2.0
